# Diaph act CS = compounds boosting diaphorase resazurin reduction – biochemical, uHTS, resorufin fluorescence, counter-screen for diaphorase-coupled primary assays, primary screen; activation factor at 20 µM; AID 1229, 2008; 0.005% of 190,000 active; Diaphorase/resazurin coupled assay, 16 min; stronger effect = higher value; 1 = vehicle wells, 0 = NADH-free wells;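 active means diaphorase activity raised at least twofold by the compound at 20 µM; inactive means activation factor below 2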
#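 Material: Purified diaphorase enzyme from Clostridium kluyveri | Buffer or medium: 50 mM HEPES pH 7.4 with 4.542 mM MgCl2, 0.005% Tween 20 | Times: 16 min enzyme reaction, ambient temperature | Signal: Red resorufin fluorescence at 544/590 nm excitation/emission | Measure: Increased resorufin signal from activators or reducing compounds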
# TNAP inh hiacc = human TNAP enzyme inhibitors, primary screen, biochemical, luminescent, high phosphate acceptor level, uHTS; Alkaline phosphatase, tissue-nonspecific isozyme (Homo sapiens), P05186; purified TNAP, CDP-star luminescence, 1 M DEA; inhibition, % at 20 µM; 0.03% of 200,000 active; AID 1135, 2008;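 active means over 50% inhibition of tissue-nonspecific alkaline phosphatase at 20 µM in the single-dose screen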;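 further: plate controls were DMSO wells for no effect and EDTA-quenched wells as full inhibition for full effect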
# Target sequence (P05186 whole entry, looked up): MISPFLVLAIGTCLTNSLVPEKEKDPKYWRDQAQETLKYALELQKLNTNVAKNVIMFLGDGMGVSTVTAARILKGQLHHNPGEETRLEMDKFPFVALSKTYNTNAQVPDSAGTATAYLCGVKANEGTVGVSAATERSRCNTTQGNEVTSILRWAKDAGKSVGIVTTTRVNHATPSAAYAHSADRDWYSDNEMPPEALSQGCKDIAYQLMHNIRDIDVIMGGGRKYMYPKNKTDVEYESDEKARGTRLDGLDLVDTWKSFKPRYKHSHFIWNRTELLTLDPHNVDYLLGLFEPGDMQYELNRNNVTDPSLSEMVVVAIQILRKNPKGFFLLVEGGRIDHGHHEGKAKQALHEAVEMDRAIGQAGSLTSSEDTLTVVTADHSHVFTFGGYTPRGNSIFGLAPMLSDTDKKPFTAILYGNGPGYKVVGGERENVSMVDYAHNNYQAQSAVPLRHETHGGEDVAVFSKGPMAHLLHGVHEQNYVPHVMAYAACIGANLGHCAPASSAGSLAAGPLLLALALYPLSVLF
# Diaph inh CS = diaphorase inhibitors and chemical oxidizers, primary screen, counter-screen for diaphorase-coupled primary assays, biochemical, uHTS, resorufin fluorescence | diaphorase resazurin-to-resorufin fluorescence, NADH, 16 min; bacterial (C. kluyveri) enzyme, not human | inhibition, % at 20 µM | 0.69% of 190,000 active | AID 1217, 2008;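 active means primary screen inhibition at 20 µM above a set limit, cut at about 50% in these data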;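 further: plate controls were DMSO with full reaction for no effect and wells lacking NADH for full effect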
#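 Test system: bacterial diaphorase enzyme (C. kluyveri); Quantity: 0.14 U/mL diaphorase, enzyme working solution; Times: reaction incubation of 16 min at room temperature; Measured by: fluorescence of resorufin formed from resazurin, Ex 544/Em 590 nm; Benchmarks: positive control minus NADH, DMSO neutral control.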
# PMI act satM6P = human PMI activators, high substrate, primary screen, biochemical, fluorescence intensity, near-saturating mannose 6-phosphate | 0.34% of 190,000 active | coupled PMI enzyme assay, resazurin fluorescence, 20 min; stronger effect = higher value; 1 = untreated enzyme, 0 = substrate-free blank | activation factor at 20 µM | Mannose-6-phosphate isomerase (Homo sapiens), P34949;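 active means activation factor of 2 or more at 20 µM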
# Target sequence (P34949 whole entry, looked up): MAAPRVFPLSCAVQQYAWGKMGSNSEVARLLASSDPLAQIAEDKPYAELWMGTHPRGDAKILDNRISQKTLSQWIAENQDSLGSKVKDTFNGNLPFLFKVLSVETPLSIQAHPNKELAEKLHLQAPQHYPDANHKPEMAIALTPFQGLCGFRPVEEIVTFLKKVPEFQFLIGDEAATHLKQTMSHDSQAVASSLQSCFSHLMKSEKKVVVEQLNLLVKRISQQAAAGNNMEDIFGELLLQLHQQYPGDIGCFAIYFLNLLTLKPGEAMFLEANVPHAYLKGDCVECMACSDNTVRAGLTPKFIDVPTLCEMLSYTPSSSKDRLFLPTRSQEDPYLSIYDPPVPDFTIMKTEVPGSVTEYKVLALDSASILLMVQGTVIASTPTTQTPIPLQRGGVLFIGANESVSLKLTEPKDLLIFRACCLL
#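 Test system: human PMI in coupled enzyme assay; Input: PMI at 15 ng/mL final; Medium: HEPES buffer, pH 7.4; Schedule: 20 min incubation at room temperature; Technique: resorufin fluorescence at Ex 544/Em 590 nm; Compound: 20 µM single dose; Probe or stimulus: Near-saturating mannose-6-phosphate, 1.0 mM.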
# FLuc stim CS = FLuc activators, initial screening, artefact control for FLuc-dependent activation tests, biochemical, ATPlite luminescence | activation factor at 10 µM | 200,000 tested, under 10 active | Luciferin 4-monooxygenase (Photinus pyralis), P08659 | AID 1027, 2008 | ATPlite luciferase biochemical, 10 min; 0 = ATP-free wells, 1 = DMSO control;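 active means luciferase activation factor, scaled between plate controls, of at least 2 with compound at 10 µM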
#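 Material: Luciferase/luciferin reagent mix | Doses: Test compounds dosed from 2 mM stocks in 100% DMSO | Timing: 10 min incubation after luciferase reagent addition, room temperature | Measured by: Luminescence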
# G6PDH CS = L. mesenteroides G6PDH inhibitors, counter-screen for G6PDH-coupled screening assays, biochemical, Leuconostoc mesenteroides enzyme. AID 1020, 2008. 0.12% of 200,000 active. glucose-6-phosphate dehydrogenase [Leuconostoc mesenteroides]. Purified L. mesenteroides G6PDH, diaphorase/resazurin coupled fluorescence, 45 min. inhibition, % at 5 µM; in the data active means inhibition above about 50%
# TNAP act hi DEA = TNAP activators at high phosphate acceptor level, primary screen, biochemical, luminescence, uHTS; activation factor at 20 µM; 200,000 tested, under 10 active; purified TNAP, CDP-star luminescence, 1 M DEA, 30 min; stronger effect = higher value; 0 = EDTA background, 1 = DMSO-only activity; AID 1136, 2008;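 active means activation factor at least 2 at 20 µM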
#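 Test system – human TNAP · Doses – 20 µM single point · Incubation – 30 min, room temperature · Signal – luminescent substrate turnover signal · Read-out basis – activation factor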
# PMI activator = activators of human PMI, primary screen, biochemical, fluorescence intensity, near-Km mannose 6-phosphate | Mannose-6-phosphate isomerase (Homo sapiens), P34949 | purified human PMI, coupled resazurin fluorescence, 20 min; stronger effect = higher value; 1 = vehicle control, 0 substrate-free wells | activation factor at 20 µM | 0.005% of 190,000 active | AID 1214, 2008;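 active means activation factor of 2 or more at 20 µM, relative to plate controls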
# Efa HMGR inh = inhibitors of E. faecalis class II HMGR, primary screen, biochemical, Enterococcus faecalis. inhibition, % at 10 µM. 0.41% of 190,000 active. purified E. faecalis HMGR, NADPH absorbance 340 nm kinetic. AID 1066, 2008;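 active means inhibition above a set limit, the median over all tested compounds plus 3 SD, cut at about 9.5% in these data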;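 further: enzyme runs in reverse so mevalonate oxidation gives rising NADPH absorbance; 0% = complete reaction with DMSO and 100% = background rate lacking mevalonate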
# TNAP inh no acc = human TNAP enzyme inhibitors, primary screen, biochemical, luminescent, no phosphate acceptor, uHTS | Alkaline phosphatase, tissue-nonspecific isozyme (Homo sapiens), P05186 | purified TNAP, CDP-star luminescence, 30 min | inhibition, % at 20 µM | 0.26% of 200,000 active | AID 1012, 2008;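 active means tissue-nonspecific alkaline phosphatase inhibition above about 50% at 20 µM in the single-dose screen, limit read from the data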;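 further: 0% = DMSO negative control and 100% = EDTA positive control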
# * marks the source's active call; other numbers are inactive results; & = joins results of further samples. These rows are one share of the data; the hit share may differ from the screen's.
# Each structure is followed by: Efa HMGR inh | TNAP inh hiacc | FLuc stim CS | PMI activator | Diaph inh CS | Diaph act CS | PMI act satM6P | G6PDH CS | TNAP act hi DEA | TNAP inh no acc
c1ccc(CN(CC2=NCCN2)c2ccccc2)cc1
    -7.5&0.6 | -1.7 | 1 | 1 | 10.9 | 0.9 | 1 | 2.0 | 1 | 7.0
CC(COc1ccccc1)NC(C)C(O)c1ccc(O)cc1 (centres undefined)
    -6.1 | -5.8 | 1 | 1.2 | 3.4 | 1 | 1.3 | 9.4 | 1.1 | -11.0
CC[N+](C)(CC)CCOC(=O)C(O)(c1ccccc1)C1CCCCC1 (centres undefined)
    -2.7 | -4.0 | 1 | 1.1 | 8.5 | 0.9 | 1.1 | 7.1 | 1 | -9.9
COc1ccc(/C=C/C(=O)Nc2ccccc2C(=O)O)cc1OC
    1.8&-3.2 | -1.9&-1.7 | 0.5&0.4 | 1.3&1 | 6.1&5.9 | 0.9&0.9 | 1.2&1 | 6.7&3.3 | 1&1 | -11.9&-4.9
Cc1cc(-c2ccccc2)nnc1NCCN1CCOCC1
    0.5 | -4.4 | 1 | 1.3 | -0.7 | 1 | 1.3 | 2.7 | 1 | -13.6
CN1CCN(CCC(=O)N2c3ccccc3Sc3ccc(C(F)(F)F)cc32)CC1
    0.7 | -1.6 | 1 | 1 | 14.2 | 0.9 | 1 | 14.5 | 1 | -5.5
CCC(C)n1ncn(-c2ccc(N3CCN(c4ccc(OCC5COC(Cn6cncn6)(c6ccc(Cl)cc6Cl)O5)cc4)CC3)cc2)c1=O (centres undefined)
    5.3 | -1.5 | 1 | 0.9 | 3.0 | 1 | 1 | 7.8 | 1 | -1.7
CN(C)CCOC(C)(c1ccccc1)c1ccccn1 (centres undefined)
    -6.2&5.9 | -5.4&-2.6 | 1&1.1 | 1.1&1 | 8.2&-0.7 | 0.9&1 | 1.1&1 | 7.1&7.4 | 1.1&1 | -11.6&-3.2
C1CCC(C(CC2CCCCN2)C2CCCCC2)CC1 (centres undefined)
    10.3* | -4.5 | 1.1 | 1 | -0.3 | 1 | 1.1 | 12.9 | 1 | -27.7
C/C=C(/C)C(=O)O[C@@H]1c2c(ccc3ccc(=O)oc23)OC(C)(C)[C@@H]1OC(=O)/C(C)=C\C
    1.4 | -0.9 | 1.1 | 1 | 40.5 | 0.6 | 1 | 14.5 | 1 | 1.0
O=C(CCNNC(=O)c1ccncc1)NCc1ccccc1
    -11.3 | 2.9 | 1 | 1.4 | 0.2 | 1 | 1.5 | 2.4 | 1 | -2.0
CC[n+]1c(C)sc2cc(OC)ccc21
    4.6 | -2.3 | 1 | 0.3 | 5.6 | 0.9 | 1 | -0.3 | 1 | -2.9
O=C(CCN1CCC(c2ccccc2)C1)c1ccc2c(c1)OCCO2 (centres undefined)
    -0.3 | -5.8 | 1 | 0.5 | 10.9 | 0.9 | 0.6 | -8.7 | 1.1 | -3.6
COc1ccccc1N1CCN(CCCNc2cc(=O)n(C)c(=O)n2C)CC1
    5.8 | -6.3 | 1 | 1 | 5.7 | 0.9 | 1 | 6.4 | 1.1 | -12.9
CC1(C)Cc2c(sc(NC(=S)NC(=O)c3ccccc3)c2C(=O)O)CO1
    2.6 | -5.7 | 1 | 0.9 | 78.4* | 0.2 | 0.9 | 8.6 | 1.1 | -3.2
CCN(CC)CCOC(=O)C1(c2ccccc2)CCCC1
    -2.4 | -4.4 | 1 | 0.9 | 7.4 | 0.9 | 1 | 10.3 | 1 | -10.9
CCOc1ccc(C(=O)OCCN(CC)CC)cc1
    -0.1 | 1.2 | 1 | 1 | 4.4 | 1 | 1 | -3.1 | 1 | -11.8
CCN(CC)CCNC(=O)c1cc(Cl)c(N)cc1OC
    -4.1 | -2.6 | 1 | 1.1 | 3.9 | 1 | 1 | 5.2 | 1 | -13.2
Cc1nc2ccccn2c(=O)c1CCN1CCC(C(=O)c2ccc(F)cc2)CC1
    -1.8 | -0.9 | 1 | 0.9 | 6.7 | 0.9 | 0.9 | 16.2 | 1 | -4.5
O=C(NCCc1c[nH]c2ccccc12)c1cccnc1
    0.2 | -4.9 | 1 | 0.9 | 22.3 | 0.8 | 1 | -3.3 | 1 | -10.2
C[C@]12CCC(=O)C=C1CC[C@@H]1[C@@H]2CC[C@@]2(C)[C@H]1CC[C@]2(O)C(=O)CO
    0.8 | -0.3 | 1 | 1 | -0.5 | 1 | 0.9 | 18.3 | 1 | -5.1
CCOc1ccc(NC(=O)Cn2cc(C(=O)c3ccco3)c3ccccc32)cc1
    2.4 | 1.5 | 1 | 1 | 1.0 | 1 | 1 | 7.7 | 1 | -7.5
O=S(=O)(c1cccc2cnccc12)N1CCCNCC1
    -0.3 | -4.3 | 1.1 | 1.2 | -3.3 | 1 | 1.2 | 4.5 | 1 | -15.4

# Shown tab-delimited: 13 of the compounds above.
Structure	Efa HMGR inh	TNAP inh hiacc	FLuc stim CS	PMI activator	Diaph inh CS	Diaph act CS	PMI act satM6P	G6PDH CS	TNAP act hi DEA	TNAP inh no acc
c1ccc(CN(CC2=NCCN2)c2ccccc2)cc1	-7.5&0.6	-1.7	1	1	10.9	0.9	1	2.0	1	7.0
CC(COc1ccccc1)NC(C)C(O)c1ccc(O)cc1 (centres undefined)	-6.1	-5.8	1	1.2	3.4	1	1.3	9.4	1.1	-11.0
CC[N+](C)(CC)CCOC(=O)C(O)(c1ccccc1)C1CCCCC1 (centres undefined)	-2.7	-4.0	1	1.1	8.5	0.9	1.1	7.1	1	-9.9
COc1ccc(/C=C/C(=O)Nc2ccccc2C(=O)O)cc1OC	1.8&-3.2	-1.9&-1.7	0.5&0.4	1.3&1	6.1&5.9	0.9&0.9	1.2&1	6.7&3.3	1&1	-11.9&-4.9
Cc1cc(-c2ccccc2)nnc1NCCN1CCOCC1	0.5	-4.4	1	1.3	-0.7	1	1.3	2.7	1	-13.6
CN1CCN(CCC(=O)N2c3ccccc3Sc3ccc(C(F)(F)F)cc32)CC1	0.7	-1.6	1	1	14.2	0.9	1	14.5	1	-5.5
CCC(C)n1ncn(-c2ccc(N3CCN(c4ccc(OCC5COC(Cn6cncn6)(c6ccc(Cl)cc6Cl)O5)cc4)CC3)cc2)c1=O (centres undefined)	5.3	-1.5	1	0.9	3.0	1	1	7.8	1	-1.7
CN(C)CCOC(C)(c1ccccc1)c1ccccn1 (centres undefined)	-6.2&5.9	-5.4&-2.6	1&1.1	1.1&1	8.2&-0.7	0.9&1	1.1&1	7.1&7.4	1.1&1	-11.6&-3.2
C1CCC(C(CC2CCCCN2)C2CCCCC2)CC1 (centres undefined)	10.3*	-4.5	1.1	1	-0.3	1	1.1	12.9	1	-27.7
C/C=C(/C)C(=O)O[C@@H]1c2c(ccc3ccc(=O)oc23)OC(C)(C)[C@@H]1OC(=O)/C(C)=C\C	1.4	-0.9	1.1	1	40.5	0.6	1	14.5	1	1.0
O=C(CCNNC(=O)c1ccncc1)NCc1ccccc1	-11.3	2.9	1	1.4	0.2	1	1.5	2.4	1	-2.0
CC[n+]1c(C)sc2cc(OC)ccc21	4.6	-2.3	1	0.3	5.6	0.9	1	-0.3	1	-2.9
O=C(CCN1CCC(c2ccccc2)C1)c1ccc2c(c1)OCCO2 (centres undefined)	-0.3	-5.8	1	0.5	10.9	0.9	0.6	-8.7	1.1	-3.6

# Screening results from PubChem BioAssay.
